Dengue-2 NS5 capping: Dengue-2 NS5 methyltransferase inhibitors, primary screen, biochemical, confirmation dose response (AID 588689). Dengue-2 NS5 methyltransferase capping enzyme assay, biochemical; higher % means a stronger effect. inhibition, % at 25 µM; hits with a dose series show IC50 in µM. 340,000 compounds, 0.3% hits; in the data active means a potency from the dose series
Dengue-2 NS5 capping pilot replicate: further read-out of Dengue-2 NS5 capping, marked with its call; inhibition, %; measured here: pilot screen replicate inhibition
* = called active by the depositor. Some of the compounds tested (hit frequency here may not be typical).

SMILES	Dengue-2 NS5 capping	others
CC(Sc1ccc(S(=O)(=O)N2CCCCCC2)cn1)C(N)=O (stereo not given)	-5%
O=S(Cc1ccc(Cl)cc1)c1ccccc1 (stereo not given)	15%
O=C(c1cccc(Cl)c1)N1CCN(c2ccc(N3CCOCC3)nn2)CC1	0%
COc1ccc(-c2noc(CCC(=O)N3CCN(c4cccc(C)c4)CC3)n2)cc1	-3%	Dengue-2 NS5 capping pilot replicate=0.9
Cc1cc(C)c(NC(=O)COC(=O)C2=COCCO2)c(Cl)c1	-5%
CC(C)CN(C(=O)c1cc(=O)[nH]c2ccccc12)c1c(N)n(Cc2ccccc2)c(=O)[nH]c1=O	1%
CCOC(=O)C1C(C(=O)OC)=C(c2ccc(F)cc2)c2ccccc2N1S(=O)(=O)C(F)(F)F (stereo not given)	1%	Dengue-2 NS5 capping pilot replicate=-1.8
CSCCC(NC(=O)c1ccccc1)C(=O)N1CCN(C(=O)c2ccccc2)CC1 (stereo not given)	-4%
COc1ccc(OC)c(NC(=O)CSc2ncnc3sc(C)cc23)c1	1%
O=P(O)(OCc1ccccc1)OCc1ccccc1	0%
O=C(C[C@H]1C/C=C/CC[C@H](Cc2ccc(F)cc2)C(=O)O[C@H](c2ccccc2)CNC1=O)NCCO	-2%	Dengue-2 NS5 capping pilot replicate=-5.1
CCc1noc(C)c1C(=O)N1CCN(S(=O)(=O)c2ccc(C)cc2)CC1	7%
O=S(=O)(Nc1cc(S(=O)(=O)N2CCOCC2)ccc1Cl)c1ccccc1	-5%
O=C(CSc1nnc(NC(=O)c2c(F)cccc2F)s1)NCc1ccc(F)cc1	-1%
Cc1ccc(S(=O)(=O)N2CCN(C(=O)CNC(=O)c3ccc(Br)o3)CC2)cc1	-3%
O=C(NN=Cc1ccc2c(c1)CCN2)c1cccs1	-4%
COc1ccc(NS(=O)(=O)c2cc([N+](=O)[O-])ccc2NN=Cc2ccccc2OCC(=O)O)cc1	-8%
CCOC(=O)c1c(NC(=O)COC(=O)c2nc(Cl)ccc2Cl)sc(C(=O)NC)c1C	-4%
COc1cc(S(=O)(=O)N2CCN(C(=O)C3CC3)CC2)ccc1NC(C)=O	-2%
CC1(C)SC(C)(C)N(C=O)C1C(=O)O (stereo not given)	-7%
Cc1ccc(C(=O)NC(=S)c2c(C)cc3ccccn23)cc1	18%
CCN(CC)C(=O)C1=C(C)N(Cc2ccccc2)C(=O)C(CC(=O)NCC2CCCCC2)C1 (stereo not given)	3%
N#Cc1ccccc1OCC(=O)N(Cc1nnc(-c2ccccc2Cl)o1)C1CC1	-2%
CN(C)C1=NC[C@H](Cc2ccccc2)N1CC1CCCCCC1	0%
CCOc1ccccc1C(=O)NC(C(=O)OCC(=O)NNC(=O)c1cccs1)C(C)C (stereo not given)	-2%

A draw from above in order of formula weight, rising:
SMILES	Dengue-2 NS5 capping	others
CC1(C)SC(C)(C)N(C=O)C1C(=O)O (stereo not given)	-7%
CCc1noc(C)c1C(=O)N1CCN(S(=O)(=O)c2ccc(C)cc2)CC1	7%
O=C(c1cccc(Cl)c1)N1CCN(c2ccc(N3CCOCC3)nn2)CC1	0%
O=C(CSc1nnc(NC(=O)c2c(F)cccc2F)s1)NCc1ccc(F)cc1	-1%
CCOc1ccccc1C(=O)NC(C(=O)OCC(=O)NNC(=O)c1cccs1)C(C)C (stereo not given)	-2%
CCOC(=O)c1c(NC(=O)COC(=O)c2nc(Cl)ccc2Cl)sc(C(=O)NC)c1C	-4%
CCOC(=O)C1C(C(=O)OC)=C(c2ccc(F)cc2)c2ccccc2N1S(=O)(=O)C(F)(F)F (stereo not given)	1%	Dengue-2 NS5 capping pilot replicate=-1.8

Next part
SMILES	Dengue-2 NS5 capping	others
O=C(COC(=O)c1ccc(F)cc1F)c1ccc[nH]1	-12%
Cc1ccc(S(=O)(=O)N2C[C@@H]3[C@H]4CC[C@H](C4)[C@@H]3[C@@H](C)[C@@H]2c2cn(Cc3ccccc3)c3ccc(F)cc23)cc1	7%	Dengue-2 NS5 capping pilot replicate=-0.6
O=C(N/N=C/c1ccccc1)c1ccc(N2CCCC2=O)cc1	-5%
OC(CN1CCN(Cc2ccccc2)CC1)c1ccc(Br)cc1 (stereo not given)	-13%
CSCCC(NC(=O)c1ccccc1)C(=O)N1CC(C)OC(C)C1 (stereo not given)	-6%
C[C@H]1CN([C@@H](C)CO)C(=O)c2cccc(NC(=O)Nc3ccc(C(F)(F)F)cc3)c2O[C@@H]1CN(C)S(=O)(=O)c1ccc(Cl)cc1	-18%
O=C(COC(=O)c1cccc(O)c1)Nc1ccc(S(=O)(=O)N2CCOCC2)cc1	-5%
COc1cc(C(=O)OCCNC(=O)c2cccnc2)cc(OC)c1OC	-12%
COc1ccc([C@H]2C[C@@H](n3cc(-c4ccc(F)cc4)nn3)[C@H](O)CN2C(=O)C2CCCCC2)cc1	-3%
O=C(CN1c2cccc3cccc(c23)S1(=O)=O)NCCc1ccc(F)cc1	-13%
O=C(Cn1ccccc1=O)Nc1ccc(Cl)c(S(=O)(=O)N2CCCCC2)c1	8%
CCOC(=O)C1=C(C)c2ccccc2OC1(C(=O)OCC)C(C)C (stereo not given)	-6%	Dengue-2 NS5 capping pilot replicate=-6.1
CCN1/C(=c2/s/c(=C3/C(=O)N(c4ccccc4)N=C3C)n(CC)c2=O)C=Cc2ccccc21	-7%
COc1ccc(/[N+]([O-])=C/c2ccco2)cc1	0%
CSc1ccccc1NC(=O)CN(C)C(=O)COc1cccc2cccnc12	2%
CCc1nn(CCCC(=O)NC2CCCCC2C)c(=O)c2cc3occc3n12 (stereo not given)	-5%
O=C(c1cc(C2CC2)nn1-c1ccccc1)N1CCN(Cc2ccccc2)CC1	-1%
Cc1ccc(C)c(C(=O)COC(=O)C2CCN(c3ccc(C(F)(F)F)cn3)CC2)c1	-5%
CCN(CC(=O)Nc1ccc(NC(C)=O)cc1)C(=O)CN1C(=O)C2CCCCC2C1=O (stereo not given)	-11%
O=[N+]([O-])c1ccc(CS(=O)c2ccccc2)cc1 (stereo not given)	-1%
COc1ccc(CN2C(=O)C(CC(=O)NCC3CCCCC3)CC(C(=O)N(C)C)=C2C)cc1 (stereo not given)	4%
CCn1nnnc1SCC(=O)N1CCCCC1	0%
CCOC(=O)C1CCN(C(=O)COC(=O)c2ccc(=O)n(Cc3ccccc3)n2)CC1	4%
COc1cc(/C=C/C(=O)OCC(=O)N2CC(C)OC(C)C2)ccc1OCC#N (stereo not given)	1%
O=C(O)/C(=C\c1ccco1)NC(=O)c1ccc(Br)o1	9%

New compounds follow:
SMILES	Dengue-2 NS5 capping	others
CN(C(=O)CN1CCN(c2cnn(-c3ccccc3)c(=O)c2Cl)CC1)C1CCS(=O)(=O)C1 (stereo not given)	-6%
CN(Cc1ccccc1N1CCCC1)C(=O)c1cc2cc(Cl)ccc2o1	1%
COc1ccc(NC(=O)COC(=O)CN2C(=O)C3CCCCC3C2=O)cc1 (stereo not given)	5%
CN(Cc1ccccc1)C(=O)c1[nH]cnc1C(=O)Nc1nccs1	-1%
CCOc1cc2c(cc1O)CCC1C2CCC2(C)C(O)CCC12 (stereo not given)	-10%
CCN(CC(=O)NCc1ccc(Cl)cc1)C(=O)CCOc1ccc(C)cc1	4%
CC1CN(C(=O)c2ccccc2OCc2ccc(Cl)cc2Cl)CC(C)O1 (stereo not given)	-1%
CC(=O)OCC(=O)C1(O)CCC2C3CCC4=CC(=O)C=CC4(C)C3C(=O)CC21C (stereo not given)	7%
COC(=O)[C@H](CCSC)NC(=O)Cn1cnc2c(OCc3ccccc3)ncnc21	-4%	Dengue-2 NS5 capping pilot replicate=1.8
Cc1ccc(COC(=O)CN2C(=O)NC3(CCCCC3C)C2=O)cc1 (stereo not given)	-7%
Cc1ccn2c(=O)nc(SCC(=O)N3CCC(C)CC3)nc2c1	-2%
Cn1c(=O)c2c(ncn2CC(=O)Nc2cc(S(=O)(=O)N3CCCCC3)ccc2O)n(C)c1=O	7%
COc1ccc(Cl)c(CNC[C@H]2O[C@@H](n3cnc(C(N)=O)n3)[C@H](O)[C@@H]2O)c1	0%
Cc1cccc(C(=O)OCC(=O)N2CC(=O)Nc3ccccc32)c1C	5%
COc1ccc2[nH]c3c(c2c1)CCN1C(=O)C(CC(=O)NCCC2=CCCCC2)C[C@H](C(=O)N2CCOCC2)[C@@]31CCC1CCCC1 (stereo not given in full)	2%	Dengue-2 NS5 capping pilot replicate=-1.2
Cc1noc(C)c1CC(=O)Nc1ccc2c(c1)OCO2	-11%
CC(C)Sc1nnc(SCC(=O)NCCCN2CCCC2=O)s1	1%
CCOc1ccccc1N1CC(C(=O)Nc2cc(S(C)(=O)=O)ccc2Cl)CC1=O (stereo not given)	-1%
Cc1ccc(C(=O)OCC(=O)NCCNC(=O)COC(=O)c2ccc(C)s2)s1	-5%
Cc1ccc(C(=O)NCC(C)NC(=O)c2ccc(C)c(C)c2)cc1C (stereo not given)	1%
CCOc1ccccc1OCCCC(=O)Nc1ccc(S(=O)(=O)Nc2cc(C)nc(C)n2)cc1	-4%
Cc1ccc(C(=O)Cc2ccccc2)cc1	-4%
N#Cc1ccc(CC(=O)c2ccccc2)[nH]c1=O	-32%
O=C(CCNC(=O)c1ccc(Br)cc1)Nc1nc2ccccc2[nH]1	1%
CO[C@H]1/C=C/O[C@@]2(C)Oc3c(C)c(O)c4c(O)c(c5c(c4c3C2=O)NC2(CCN(CC(C)C)CC2)N=5)=NC(=O)/C(C)=C\C=C\[C@H](C)[C@H](O)[C@@H](C)[C@@H](O)[C@@H](C)[C@H](OC(C)=O)[C@@H]1C	4%

For convenience, some entries already given.
SMILES	Dengue-2 NS5 capping	others
CC(Sc1ccc(S(=O)(=O)N2CCCCCC2)cn1)C(N)=O (stereo not given)	-5%
O=S(Cc1ccc(Cl)cc1)c1ccccc1 (stereo not given)	15%

The listing continues.
SMILES	Dengue-2 NS5 capping	others
CCCCn1cnc2c(SCCc3ccccc3)nc(N)nc21	-2%
COc1ccccc1C(=O)NC(CCSC)C(=O)Nc1ccc(C)c(S(=O)(=O)N2CCOCC2)c1 (stereo not given)	-10%
CN(CCc1ccccc1)C(=O)c1cccc(NC(=O)Cc2cccc(NC(=O)C3CCCN(C(=O)C4CCC4)C3)c2)c1 (stereo not given)	-4%	Dengue-2 NS5 capping pilot replicate=-5.1
Cc1cn(C2CCCCC2)c(=O)[nH]c1=O	14%
COc1ccc(NC(=O)C2=CN3CCS(=O)(=O)N=C3C=C2)c(OC)c1	-9%
Cc1cc(C)c(NC(=O)CSc2nc3ccccc3c(=O)n2CCCN2CCOCC2)c(C)c1	2%
COc1ccccc1NC(=O)Nc1ccnn1C1CCN(C(=O)C2CCOC2)CC1 (stereo not given)	-1%
CCOC(=O)CCCCCC(=O)Nc1ccc2c(c1)C(=O)N([C@H](C)CO)C[C@H](C)[C@@H](CN(C)S(C)(=O)=O)OCCCC[C@@H](C)O2	-6%
CC1CCCC(C)N1C(=O)COC(=O)c1cc(-c2cccs2)nn1-c1ccccc1 (stereo not given)	4%
CC(NC(=O)c1ccc(-c2ccccc2)cc1)C(c1ccccc1)N1CCOCC1 (stereo not given)	1%
CCc1nc(SCC(=O)N2CCc3ccccc32)c2oc3ccccc3c2n1	6%
COc1ccccc1CN1CC(C(=O)NCC2(O)CCCCC2)CCC1=O (stereo not given)	-4%
Cc1ccccc1-c1cc(C(=O)NCc2ccco2)n(CC2CC(c3cccnc3)=NO2)n1 (stereo not given)	-10%
CN(c1ccccc1)S(=O)(=O)c1cccc(NC(=O)c2ccc(Cl)c([N+](=O)[O-])c2)c1	-8%
COc1ccc([C@H]2CN(Cc3ccccc3)C(=O)[C@@H]2CC(=O)Nc2ccccc2)cc1	-2%
CCCCNCCS(=O)(=O)NCc1ccc(OC)cc1	-7%
CC(NC(=O)COC(=O)CCN1C(=O)C2CC=CCC2C1=O)c1ccc(Br)cc1 (stereo not given)	1%
COc1cc(C(C)=NNC(=O)c2ccncc2)ccc1O	12%
O=C(NCCC1CCCCN1S(=O)(=O)c1cccs1)C(=O)Nc1cccc(F)c1 (stereo not given)	-1%
O=C(COC(=O)CNC(=O)c1ccc(Cl)cc1Cl)NC1CCCCCCC1	0%
CCOP1(=O)C=C(Sc2ccc([N+](=O)[O-])cc2[N+](=O)[O-])C(C)(C)O1 (stereo not given)	-13%
Cc1ccc(S(=O)(=O)NCCC(=O)NCc2ccc(Cl)cc2)cc1C	3%
CC(C)n1cnnc1SCC(=O)Nc1ccc(N2CCCCC2)cc1	-7%
O=C(NNC(=O)c1ccccc1F)c1cccc(-n2cccc2)c1	-6%
CCOCCCNC(=O)Cn1nc(-c2ccc(OC)c(OC)c2)ccc1=O	-2%

The list continues:
SMILES	Dengue-2 NS5 capping	others
CC(=O)NC12CC3CC(C1)CC(C(=O)Nc1ccc(C)c(S(=O)(=O)N4CCCCCC4)c1)(C3)C2	0%
COc1cc(NC(=O)c2ccccc2)c(OC)cc1NC(=O)CN1C(=O)NC2(CCCCC2)C1=O	-7%
CC(C)Cn1c(N)c(C(=O)COC(=O)c2ccc(Br)cc2)c(=O)n(C)c1=O	-12%
CCCCn1c(N)c(N(CCOC)C(=O)c2cc3c(s2)CCC3)c(=O)[nH]c1=O	-1%
NC(=O)CC[C@H](NC(=O)c1ccc(Cl)cc1)C(=O)NNC(=O)COc1cccc(Br)c1	2%
COC(=O)C(=Cc1ccncc1)c1cccc2ccccc12	-2%
Cc1nc(C)c(C(=O)OCC(=O)NCCc2ccc(F)cc2)s1	-7%
Cc1cnc(C(=O)OCC(=O)NC(C)c2ccccc2)cn1 (stereo not given)	-1%

Gathered by group: the compounds so far containing a nitro group on carbon (four)
SMILES	Dengue-2 NS5 capping	others
COc1ccc(NS(=O)(=O)c2cc([N+](=O)[O-])ccc2NN=Cc2ccccc2OCC(=O)O)cc1	-8%
O=[N+]([O-])c1ccc(CS(=O)c2ccccc2)cc1 (stereo not given)	-1%
CN(c1ccccc1)S(=O)(=O)c1cccc(NC(=O)c2ccc(Cl)c([N+](=O)[O-])c2)c1	-8%
CCOP1(=O)C=C(Sc2ccc([N+](=O)[O-])cc2[N+](=O)[O-])C(C)(C)O1 (stereo not given)	-13%
